IkB signaling: IkB pathway inhibition in ABC-DLBCL cells; ABC-DLBCL IkBa-CBG/CBR dual luciferase ratio, 4 h; response scale: scaled: untreated 0%, proteasome inhibitor 100%; Potency, µM (top dose mostly 57.1 µM), inactives show at the top dose IkBa stabilization activation; 0.04% of 110,000 active; active = well fitted curve in the direction sought with a large enough effect in the signal ratio, not every such curve was filed as active; inconclusive = small, poorly fitted or top-dose-only effect, or a change in a side signal; the % refers to the signal ratio;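 also: the direction sought is a rising ratio; 0% = basal untreated cells and 100% = reference inhibitor full response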
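In this assay, an IκBα–CBG68 fusion accumulates when IKK-driven degradation is blocked; native CBR normalizes for cell number. OCI-Ly3 cells were treated 4 h with compound and doxycycline, then green and red light read after Chroma-Glo addition.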
Imprint erasure: induces erasure of genomic imprints in mouse ES cells; mouse ES Peg3-LacZ reporter, beta-gal luminescence, 40 h; AID 1948; 0.02% of 110,000 active; Potency, µM (top dose mostly 60.7 µM), inactives show at the highest dose activity change, positive = activation, most hits filed as activators;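 also: 0% = negative control wells on the plate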
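Readout: BetaGlo luminescence (5 min, room temp) for LacZ from the normally silent maternal Peg3 allele in female Peg3LacZ-Neo ES cells. Cells 300/well, 40 h, 37C, 5% CO2. Data normalized per plate to negative controls.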
p53ts 32C tox: cytotoxicity in p53ts cells at permissive temperature; Potency, µM (series often up to 46.1 µM), inactives show at the top dose activity change, negative = cytotoxicity, actives largely listed as cytotoxic; 0.93% of 130,000 active; AID 924; H1299-p53A138V at 32C, ATP luminescence viability, 24 h;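 also: 0% = DMSO and -100% = full killing by reference compound; nearly all actives have a fitted effect of over 55% in size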
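ATP-content luminescence (ATPlite) read-out after 24 h compound exposure at 32C in H1299-p53A138V cells (600/well). Tested up to 46 uM. Normalized to DMSO (0%) and 100 uM tamoxifen (100% killing); Hill-fit AC50.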
p53ts 39C tox: cytotoxicity in p53ts cells at nonpermissive temperature. H1299-p53A138V viability at 39C, ATP luminescence, 24 h. Potency, µM (top dose mostly 46.1 µM), for the others: at the highest dose activity change, negative = cell killing, usual class: cytotoxic. 1.5% of 130,000 active. AID 902; also: nearly all actives have a fitted effect of over 55% in size
* hit, by the source's call; u = inconclusive; x = not tested or not shown; & = joins results of further samples; [ ] = dose if it differs, or a comment. Unless noted, calls follow the shape of the dose curve; as a rule, active = well fitted curve in the direction sought with a large enough effect; inconclusive = small, poorly fitted or top-dose-only effect, or another doubt; inactive = no such curve, though single readings can be large; an effect the other way counts as inactive or inconclusive. Unless noted, % is scaled to controls: 0 for no effect and ±100 for the full control effect; potency is read from the fitted curve at half-maximal effect.

1) Cc1ccccc1S(=O)Cc1ccc(C(=O)NC2CCCCCC2)o1 (stereo unspecified)
2) CC(NC(=O)OCc1ccccc1)C(=O)N1CC(O)CC1C(=O)O (stereo unspecified)
3) Cc1ccc(NC(=O)C2CCCN(S(=O)(=O)c3ccc(C)cc3)C2)cc1 (stereo unspecified)
4) COc1ccccc1N(CC(=O)NC(C)(C)C)C(=O)C1CSC(=O)C1 (stereo unspecified)
5) c1ccc(-n2nnc3cnccc32)cc1
6) COc1cccc(Cn2c(SCC(=O)N3CCN(c4ccc(F)cc4)CC3)nc3ccccc32)c1

screen / no.	1	2	3	4	5	6
IkB signaling	u	-1.2%	-0.1%	x	u	0.4%
Imprint erasure	-9.4%[10.9 µM]	16.5%	-3.9%[10.9 µM]	x	-8.1%	2.3%[10.9 µM]
p53ts 39C tox	21.2%	12.6%	-8.1%	9.3%	13.5%	-33.9%
p53ts 32C tox	2.5%	-6.2%	0.4%	3.3%	-5.7%	-9.1%

7) COc1c(C)cccc1C(=O)Nc1ccc(-c2nc3ccccc3s2)c(Cl)c1
8) COc1ccc(NC2=C(c3ccc(C(F)(F)F)cc3)C(=O)c3ccccc32)cc1
9) Cc1nc(NC2=NCN(CCCN3CCOCC3)CN2)nc2c(C)cccc12
10) c1ccc2c(c1)NC1(CCCC1)n1c-2nc2ccccc21
11) Cc1cn2c(=O)c(S(=O)(=O)N3CCN(c4cc(Cl)ccc4C)CC3)c(C)nc2s1
12) O=C(c1ccccc1)N1c2nc(-c3ccco3)nn2C2(CCCCC2)[C@@H]2CCCC[C@@H]21

screen / no.	7	8	9	10	11	12
IkB signaling	5.1%	u	u	0.0%	-0.3%	1.4%
Imprint erasure	-10.6%[10.9 µM]	3.6%[10.9 µM]	-34.8%[inhibitor]	-72.2%[inhibitor]	2.1%[10.9 µM]	u
p53ts 39C tox	u	2.7%	19.9%	u	-14.4%	14.7%
p53ts 32C tox	u	-1.4%	-2.0%	-29.0%	4.4%	-4.5%

13) CC(=O)COc1cc(C)cc2oc(=O)c(C)c(C)c12
14) Cc1ccc(-n2ncc(C(=O)NCCN3CCOCC3)c2C2CCN(C(=O)OC(C)(C)C)CC2)c(C)c1
15) Cc1ccc(OCc2nc(C#N)c(NCCCn3ccnc3)o2)cc1
16) O=C(NCCCN1CCOCC1)c1cc2c(s1)CSC2
17) COc1ccc2c(CSc3nc4nc(C)cc(C)n4n3)cc(=O)oc2c1
18) COc1ccc(C(=O)NCC23C=CC(O2)C2C(=O)N(Cc4ccccc4)C(=O)C23)cc1 (stereo unspecified)

screen / no.	13	14	15	16	17	18
IkB signaling	0.1%	4.1%	0.3%	0.3%	-0.9%	-1.0%
Imprint erasure	-5.3%	-2.2%[10.9 µM]	-5.1%	-5.7%	-10.2%	-16.6%
p53ts 39C tox	-5.1%	-11.7%	-16.7%	-0.2%	0.1%	10.1%
p53ts 32C tox	-5.5%	3.8%	-1.4%	1.8%	5.2%	-3.5%

19) CC1CCCC(NC(=O)C2CCN(S(=O)(=O)N3CCOCC3)CC2)C1C (stereo unspecified)
20) O=S(=O)(Nc1cccc(-c2ccc(N3CCCCCC3)nn2)c1)c1ccccc1F
21) COc1ccc(O[C@H]2C=C[C@@H](c3ccccc3)O[C@H]2COC(=O)N2CCCCC2)cc1
22) CCn1c(SCC(=O)C(C)(C)C)nnc1-c1cnccn1
23) CCOC(=O)NC1(C(F)(F)F)NC(=O)N(Cc2ccco2)C1=O (stereo unspecified)
24) Cn1nnnc1SCCCNCc1cc(Cl)ccc1OCc1ccccc1

screen / no.	19	20	21	22	23	24
IkB signaling	0.0%	-1.0%	x	-2.3%	2.0%	-1.4%
Imprint erasure	u	-18.0%[10.9 µM]	x	-8.0%	-1.0%	-21.7%[10.9 µM]
p53ts 39C tox	4.0%	-49.8%	-5.1%[9.22 µM]	13.7%	10.7%	-17.7%
p53ts 32C tox	-3.6%	u	2.6%[9.22 µM]	7.2%	4.4%	-13.7%

25) CCOc1cc(CNC(=O)NC2COc3ccc(OC)cc3C2)cc(OCC)c1OCC (stereo unspecified)
26) COc1ccc(N2C(=O)C3C4C=CC(C4)C3C2=O)nn1 (stereo unspecified)
27) CCc1cc2c(=O)c(-c3nc4ccccc4n3C)c(C(C)C)oc2c(CN2CCN(C)CC2)c1O
28) CCCc1cc(C(=O)Nc2sc(C(C)=O)c(C)c2C(=O)OCC)no1
29) COc1cc(CNC(=O)c2ccc(NC(=O)N3CCCCc4ccccc43)cc2)cc(OC)c1OC
30) Cc1nc2c(O)cccc2c(=O)[nH]1

screen / no.	25	26	27	28	29	30
IkB signaling	u	-0.8%	4.7%	0.1%	u	0.3%
Imprint erasure	3.9%[10.9 µM]	-4.3%	-17.5%	-4.5%	-9.8%[10.9 µM]	-5.4%
p53ts 39C tox	-3.9%	-8.4%	38.5%&11.2%[activator]	-5.9%	2.8%	-0.7%
p53ts 32C tox	3.7%	4.8%	6.9%&-6.3%	1.2%	7.3%	1.9%

31) CC1(C)CC(=O)C2=C(C1)N(c1cccc(O)c1)C1=C(C2)C(=O)CC(C)(C)C1
32) CCCCOC(=O)Nc1nnc(COc2ccccc2)s1
33) COc1ccc2nc(NC(=O)c3nc(SC(C)C)ncc3Cl)sc2c1
34) CCOc1ccccc1C(=O)N(Cc1ccco1)Cc1ccco1
35) C(=N\c1nccs1)/c1c[nH]c2ccccc12
36) COc1ccc(C)cc1NC(=O)c1cc2c(=O)n(Cc3cccnc3)ccc2nc1C

screen / no.	31	32	33	34	35	36
IkB signaling	1.8%	-2.3%	-0.5%	0.0%	1.2%	u
Imprint erasure	-8.8%	-7.7%	-5.6%[10.9 µM]	-14.1%[10.9 µM]	11.8%	-14.3%[10.9 µM]
p53ts 39C tox	9.5%	1.9%	-9.1%	-18.6%	5.7%	-5.9%
p53ts 32C tox	2.6%	-9.3%	1.4%	10.3%	-2.6%	2.7%

37) COC(=O)C1=C(N)OC2=C(C(=O)CC(C)(C)C2)C1c1ccoc1 (stereo unspecified)
38) CCN1CCCC1CNC(=O)Cn1cnc2ccc(S(=O)(=O)N3CCC(C)CC3)cc2c1=O (stereo unspecified)
39) O=C(CSc1nc2c([nH]c3ccccc32)c(=O)n1-c1ccc(F)cc1)Nc1ccc2c(c1)OCCO2
40) Cc1ccc(-c2nnc(SCC(=O)NCc3ccccc3)o2)cc1
41) c1csc(Cc2nc3ccccc3[nH]2)c1
42) CCOc1ccc(-n2c(SCC(=O)N3CCC(C)CC3)nc3c([nH]c4ccccc43)c2=O)cc1

screen / no.	37	38	39	40	41	42
IkB signaling	-0.6%	1.9%	u	0.0%	0.1%	-0.1%
Imprint erasure	-1.4%	-12.2%	19.0%[10.9 µM]	-6.6%[10.9 µM]	-16.1%	u
p53ts 39C tox	11.8%	-2.7%	-0.4%	-10.5%	-0.6%	-20.7%
p53ts 32C tox	2.1%	-7.0%	13.5%	6.8%	-7.4%	-2.8%

43) COc1ccc(NC(=O)Cn2c(=O)n(CCC(C)C)c(=O)c3cccnc32)cc1Cl
44) COc1cccc(N2CC(C(=O)Nc3c(C)cccc3C)CC2=O)c1 (stereo unspecified)
45) S=P(N1CC1)(N1CC1)N1CC1
46) Cc1ccc(-c2nnn(CC(=O)N3CCN(c4nc5ccccc5s4)CC3)n2)cc1
47) COC(=O)[C@@]1(C)CCC[C@@]2(C)c3ccc(O)c(C(C)C)c3CCC21 (stereo partly specified)
48) O=C(CN1C(=O)C2(SCC(=O)N2c2cccc(Cl)c2)c2ccccc21)NCCc1ccccc1 (stereo unspecified)

screen / no.	43	44	45	46	47	48
IkB signaling	0.2%	0.4%	x	-0.2%	x	7.9%
Imprint erasure	25.4%[10.9 µM]	-4.1%	1.8%	-1.0%	-36.1%[inhibitor]	-4.2%[10.9 µM]
p53ts 39C tox	-17.0%	12.4%	-14.7%	10.2%	20µM*	3.7%
p53ts 32C tox	8.9%	-1.1%	-4.5%	-1.3%	u	3.0%

49) COc1cc2nc(CN3CCN(c4ncc(C(F)(F)F)cc4Cl)CC3)[nH]c(=O)c2cc1OC
50) O=C1N(c2ccc(Cl)cc2)C(c2ccccc2)N2CCCN12 (stereo unspecified)
51) N#C/C=C1\Sc2ccccc2C(=O)N1CC(=O)N1CCN(S(=O)(=O)c2ccccc2)CC1
52) Cc1ccc(S(=O)(=O)NCc2ccccc2)cc1
53) c1ccc(-c2ccccc2-n2cnnn2)cc1
54) CCN(C(=O)CCc1nc(-c2ccc(C)cc2)no1)c1cc(C)ccc1C

screen / no.	49	50	51	52	53	54
IkB signaling	1.5%	x	5.7%	0.4%	0.7%	u
Imprint erasure	-8.3%	x	-14.0%	-11.6%	-12.0%	-11.0%[10.9 µM]
p53ts 39C tox	-2.4%	-10.3%	-9.8%	-5.3%	12.5%	-6.3%
p53ts 32C tox	5.7%	-15.7%	-14.8%	0.0%	4.7%	8.9%

Record cards (already shown). Screens in order: IkB signaling | Imprint erasure | p53ts 39C tox | p53ts 32C tox
Profile of N#C/C=C1\Sc2ccccc2C(=O)N1CC(=O)N1CCN(S(=O)(=O)c2ccccc2)CC1 = 5.7% | -14.0% | -9.8% | -14.8%
Profile of CCN(C(=O)CCc1nc(-c2ccc(C)cc2)no1)c1cc(C)ccc1C = u | -11.0%[10.9 µM] | -6.3% | 8.9%
Profile of Cc1ccc(S(=O)(=O)NCc2ccccc2)cc1 = 0.4% | -11.6% | -5.3% | 0.0%

Following part
55) Cc1ccc(N2CCN(S(=O)(=O)c3cccc4ccccc34)CC2)cc1Cl
56) Cc1noc(C)c1COC(=O)Cc1ccc(Cl)c(Cl)c1
57) C=CCNS(=O)(=O)c1ccc(OC)c(C)c1
58) COc1ccc(S(=O)(=O)N(CC(=O)NCCSc2ccc(C)cc2)c2ccc(C)cc2)cc1
59) COc1ccccc1NC(=O)CSc1nc(-c2ccc(C)cc2)nc2c1Cc1c(CO)cnc(C)c1O2
60) O=C1C2C(C(=O)N1Cc1ccco1)C1C=CC2C12CC2 (stereo unspecified)

screen / no.	55	56	57	58	59	60
IkB signaling	-1.5%	7.2%	-7.7%	u	-0.7%	-4.6%
Imprint erasure	-7.6%[10.9 µM]	-3.3%	-7.4%	-6.1%[10.9 µM]	-15.7%[10.9 µM]	7.1%
p53ts 39C tox	36.0%[activator]	-22.6%	3.5%	-0.7%	-18.0%	-1.6%
p53ts 32C tox	9.6%	-12.4%	17.2%	17.5%	11.7%	1.2%

Quoted at random: 3 entries already listed, in no set order.
58) COc1ccc(S(=O)(=O)N(CC(=O)NCCSc2ccc(C)cc2)c2ccc(C)cc2)cc1
59) COc1ccccc1NC(=O)CSc1nc(-c2ccc(C)cc2)nc2c1Cc1c(CO)cnc(C)c1O2
57) C=CCNS(=O)(=O)c1ccc(OC)c(C)c1

screen / no.	58	59	57
IkB signaling	u	-0.7%	-7.7%
Imprint erasure	-6.1%[10.9 µM]	-15.7%[10.9 µM]	-7.4%
p53ts 39C tox	-0.7%	-18.0%	3.5%
p53ts 32C tox	17.5%	11.7%	17.2%

(continued)
61) CC1CCCN(CC(O)COc2ccc(Cl)cc2)C1 (stereo unspecified)
62) Cc1cccc(NCc2ccccc2O)c1C
63) COC(=O)NC(CC(C)=O)c1ccc2c(c1)OCO2 (stereo unspecified)
64) Cc1ccc(CNC(=O)CCCn2c(=O)c3ccccc3n(Cc3ccccc3Cl)c2=O)cc1

screen / no.	61	62	63	64
IkB signaling	0.5%	3.2%	x	3.1%
Imprint erasure	-16.8%	-13.4%	x	-4.0%[10.9 µM]
p53ts 39C tox	-7.1%	u	-1.0%[9.22 µM]	11.8%
p53ts 32C tox	-12.2%	17.3%	-5.9%[9.22 µM]	3.9%
